KLK5 inh: kallikrein 5 (human) inhibition; Q9Y337; actives 0.59% (n = 210,000); recombinant hK5, fluorogenic AMC substrate cleavage; inhibition, % at 5 µM;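 active = inhibition of 40% or more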;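 note: 0% = enzyme controls without compound and 100% = no-enzyme blanks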
Target sequence (Q9Y337 67-293 limits assumed): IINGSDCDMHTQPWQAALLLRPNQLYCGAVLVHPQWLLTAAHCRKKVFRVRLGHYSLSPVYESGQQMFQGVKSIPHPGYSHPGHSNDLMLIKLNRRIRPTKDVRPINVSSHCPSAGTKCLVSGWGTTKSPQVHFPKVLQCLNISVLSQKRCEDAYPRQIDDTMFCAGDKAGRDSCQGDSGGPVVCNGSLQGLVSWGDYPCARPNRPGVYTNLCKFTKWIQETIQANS
14-3-3 Bad PPI: disrupts binding of bovine 14-3-3 zeta to phospho-Bad peptide; inhibition, % at 21.7 µM; P63103; TR-FRET 14-3-3zeta/Dy647-pBad peptide displacement, 1 h; actives 0.71% (n = 220,000);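 active = inhibition above about 70%, limit read from the data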;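 note: 0% = full 14-3-3 plus peptide FRET controls and 100% = background without 14-3-3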
Rad51 HR inh: blocks human Rad51 in homologous recombination. hRad51 DNA strand exchange, fluorescence dequenching. actives 0.085% (n = 200,000). inhibition, % at 10 µM. Q06609;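 active = inhibition above 40% at the single screening dose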;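 note: 0% = DMSO control wells and 100% = blanks with heterologous ssDNA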
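System: human Rad51 nucleoprotein filaments preassembled on unlabelled ssDNA. Reagent: labelled 47-mer dsDNA for strand exchange. Schedule: 30-min compound preincubation and 15-min exchange, both room temperature. Measured by: FRET fluorescence dequenching, excitation 485 nm, emission 520 nm. Read-out: Fluorescence-based percent inhibition, control- and blank-normalised. Benchmarks: plate controls and plate blanks.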
p97 inhibitor: inhibitors of human p97 ATPase. P55072. recombinant p97 ATPase, Kinase-Glo ATP luminescence, 3 h. inhibition, % at 8 µM. actives 0.42% (n = 220,000). AID 1481; in the data active = inhibition above about 15%;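 note: 0% = DMSO vehicle and 100% = wells lacking enzyme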
Wee1 degr inh: human Wee1 degradation inhibition, primary screen | HeLa Luc-Wee1K328M stability, luciferase luminescence; 100% = proteasome inhibitor MG132 effect | reporter increase, % at 5 µM | actives 1.2% (n = 220,000) | AID 1321;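 active = activation above the mean of all tested compounds plus 3 SD, set per screening run, cut at about 8.8% in these data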;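 note: cells exposed to compound for 20 h before luminescence read; 0% = DMSO alone and 100% = MG132 at 30 µM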
Target sequence (P30291 whole entry K328M): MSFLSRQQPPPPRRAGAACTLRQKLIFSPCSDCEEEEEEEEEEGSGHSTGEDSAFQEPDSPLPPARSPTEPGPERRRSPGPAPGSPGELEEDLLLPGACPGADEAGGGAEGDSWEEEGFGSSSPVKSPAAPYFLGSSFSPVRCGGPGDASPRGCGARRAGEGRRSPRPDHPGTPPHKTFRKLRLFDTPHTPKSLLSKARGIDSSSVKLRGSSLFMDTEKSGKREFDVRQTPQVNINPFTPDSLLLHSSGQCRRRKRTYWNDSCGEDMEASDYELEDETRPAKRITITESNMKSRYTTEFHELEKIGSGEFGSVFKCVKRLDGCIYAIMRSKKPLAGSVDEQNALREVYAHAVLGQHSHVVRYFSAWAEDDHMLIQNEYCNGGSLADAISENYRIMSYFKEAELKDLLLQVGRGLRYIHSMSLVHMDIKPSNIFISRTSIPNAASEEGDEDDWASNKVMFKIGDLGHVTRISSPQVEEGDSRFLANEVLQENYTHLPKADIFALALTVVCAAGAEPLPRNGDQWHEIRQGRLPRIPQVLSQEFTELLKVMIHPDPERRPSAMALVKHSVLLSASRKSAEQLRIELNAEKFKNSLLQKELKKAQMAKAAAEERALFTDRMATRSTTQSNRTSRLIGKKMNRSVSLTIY
eIF4E 4G PPI: blocks eIF4E binding to eIF4G; P63073+Q04637; TR-FRET eIF4E-eIF4GI(517-606) binding, 2 h; inhibition, % at 21.7 µM; actives 0.37% (n = 220,000);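 active = inhibition above about 30%, limit read from the data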;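 note: 0% = full FRET control wells and 100% = background wells lacking eIF4GI fragment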
Mdm2 ligase inh: inhibitors of human Mdm2 E3 ubiquitin ligase | actives 0.11% (n = 210,000) | Q00987 | cell-based MDM2 ubiquitination luciferase reporter, 2 h; 0 = plate control, 100 = twice control, blank-subtracted | signal enhancement, % at 5 µM;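 active = signal enhancement of 30% or more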;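 note: luminescence tracks abundance of the self-degrading MDM2-luciferase fusion protein; higher signal means inhibition of MDM2 E3 ligase activity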
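Buffer or medium: Cells held in DMEM | Assay system: Stable mammalian line carrying autodegrading MDM2–luciferase fusion reporter | Quantity: 2000 cells/well | Times: 4 h settle plus 2 h compound, 37 °C | Doses: One concentration, 5 µM, with 0.2% DMSO | Technique: Luminescence with SteadyLite reagent, 15 min at room temperature | Benchmarks: Plate controls and plate blanks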
FXIIa inh 1536: inhibitors of human coagulation factor XIIa; P00748; purified FXIIa, Boc-QGR-AMC fluorogenic substrate, 2 h; inhibition, % at 5 µM; actives 0.3% (n = 220,000); in the data active = inhibition above about 40%;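 note: 0% = enzyme with no compound and 100% = blank without enzyme; many of its hits are not listed in these tables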
FXIa inh 1536: inhibitors of human coagulation factor XIa; purified FXIa, Boc-Glu-Ala-Arg-AMC fluorogenic substrate; actives 0.14% (n = 220,000); inhibition, % at 5 µM;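 active = inhibition of at least 40%; inactive = inhibition below 40%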;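 note: fluorescence of freed AMC excited at 355 nm; 0% = enzyme without compound and 100% = no enzyme blank; many of its hits are not listed in these tables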
Active calls of the source: *; . = not tested or not shown; [ ] = another dose, or the depositor's remark. No enrichment for hits; 3.5% or so of the library scored in one or more.

SMILES	KLK5 inh	14-3-3 Bad PPI	Rad51 HR inh	p97 inhibitor	Wee1 degr inh	eIF4E 4G PPI	Mdm2 ligase inh	FXIIa inh 1536	FXIa inh 1536
C/C(=N\N(Cc1ccccc1)c1ccccc1)c1cccnc1	-6	0	-5	-3	-1	-2	-13	0	-3
Cc1ccc(NC(=O)Cn2cnc3sc(C(=O)NCCN(C)C)c(C)c3c2=O)cc1Cl	-6	11	0	1	1	4	-3	9	2
CCCCCCn1c(C)nc2c(c1=O)c1nc3ccccc3nc1n2/N=C/c1ccco1	-13	3	-5	0	0	-32[fluorescence artefact?]	-4	5	4
O=C(CC(Nc1ccccc1)c1ccccc1)C1CC1 (stereo not drawn)	13	25	8	-4	2	0	-4	4	1
CCc1ccc(N2NC(=O)/C(=C/C=C/c3ccco3)C2=O)cc1	-6	-9	-3	3	0	9	-4	0	-7
O=C(c1ccc2nc(-c3ccccc3)c(-c3ccccc3)nc2c1)N1CCCCC1	-2	4	-11	-10	0	5	-11	0	-4
Cc1cc(NC(=O)CCCn2ccc([N+](=O)[O-])n2)n(Cc2ccc(F)cc2)n1	.	-3	.	-1	2	3	-18	2	-3
CN(CC(=O)NC1CCCCC1)S(=O)(=O)c1cccc2cccnc12	4	2	8	-1	-1	0	-14	15	3
CCO[C@H]1OC(C(=O)NC2CC2)=C[C@@H](c2csc3ccccc23)[C@@H]1CCCO	6	-1	-1	0	1	1	.	12	4
c1ccc(CSc2nnc3ccc(-c4ccncc4)nn23)nc1	-1	-8	1	3	-2	-3	-5	6	-1
COc1ccccc1NC(=O)CN1CCN(CC(=O)Nc2ccc3c(c2)OCO3)CC1	20	-4	3	-3	3	-8	-11	9	0
Cc1ccc2c(c1)C=CC(C)(C)S2=O (stereo not drawn)	4	3[fluorescence artefact?]	-12	-4	2	1	118*	-8	-7
Cc1ccc(-c2csc3nnc(SCc4csc(C)n4)n23)cc1	-19	-5	0	-4	0	-9[fluorescence artefact?]	-18	-2	-17
CC(=O)Nc1nc(C)nc(-c2ccccc2OC(C)=O)n1	-2	8	3	0	-1	3	-5	10	5
N#Cc1c(-c2ccco2)cc(-c2ccccn2)nc1N	-141	-9[fluorescence artefact?]	-10	2	0	6	-10	6	0
CCC(C)C(NC(=O)[C@@H](NC(=O)c1ccccc1F)C(C)C)C(=O)OC (stereo partly drawn)	-20	12	5	-4	-1	3	-17	-11	-2
Cc1nc(-c2ccc(S(=O)(=O)Oc3ccc(Cl)cc3Cl)s2)cs1	-6	-4	9	8	9	1	4	3	4
CC(C)NC(=O)N1CCN(c2ccncc2S(=O)(=O)N2CCOCC2)CC1	-17	11[fluorescence artefact?]	-1	3	3	7[fluorescence artefact?]	-3	6	-2
O=C(NCc1cccnc1)c1cccc(F)c1	-1	.	-1	-5	0	.	-7	15	1
COc1cccc(/C=N/NC(=O)c2ccc(N(C)S(=O)(=O)c3ccccc3)cc2)c1OC	1	-7	4	11	6	-4	1	10	-3
Cc1cc([N+](=O)[O-])ccc1NC(=O)C(C)[n+]1ccccc1 (stereo not drawn)	-7	-16	11	4	-1	3	-8	4	-3
CC(C)N1CCC(NC(=O)NC2CCCCC2)CC1	.	-2	.	0	2	0	-16	5	-4
Cc1noc(/C=C/Nc2ccc(F)cc2F)c1[N+](=O)[O-]	-1	-2	-26	1	6	-3	-24	5	5
Cc1ccc(CN2CCN(CC3CC4C=CC3C4)CC2)cc1 (stereo not drawn)	-21	72*	.	-2	2	11	-10	17	5
O=C(/C=C/c1ccc(-c2ccc(F)cc2)o1)N1CCCC1	-15	4	26	0	-2	-2	-4	-1	-4
COc1ccc(-c2cc(C(=O)NCc3ccc(Cl)cc3)no2)cc1OC	5	4	-6	4	3	1	-1	10	6
COc1ccc(Cl)cc1NC(=S)Nc1cccc(C)c1	-3	-8	-22	-1	0	-3	-6	6	-6
O=C(CSc1ncn[nH]1)Nc1cc(S(=O)(=O)N2CCCC2)ccc1Cl	-7	-10	-4	4	3	0	-3	3	-3
COc1ccc(CC(=O)OCc2cc3ccc(C)cc3[nH]c2=O)cc1	-17	16[fluorescence artefact?]	1	-7	-4	1[fluorescence artefact?]	-1	17	0
CCOC(=O)C[n+]1c(C)sc2ccc(OC)cc21	-10	80*	0	3	1	-5	-6	43*	9
O=C1CC(c2cccs2)CC2=C1C(c1ccccc1)n1ncnc1N2 (stereo not drawn)	-17	.	0	1	-1	.	2	16	4
CCOC(=O)C1(Cc2ccccc2C)CCCN(C(=O)c2ccnn2C)C1 (stereo not drawn)	.	1	-26	5	3	-1	-7	3	-1
Cc1cccc(OCC(O)Cn2c(=N)n(CCN3CCCCC3)c3ccccc32)c1 (stereo not drawn)	-20	-1	-2	-4	-1	-3	-1	6	-3
C=CCSc1nnc(-c2cccnc2)o1	-18	3[fluorescence artefact?]	4	8	-3	-5	-10	8	0
CCOc1ccc(NC(=O)c2cc3cc4ccc(OC)cc4nc3o2)cc1	-83	15[fluorescence artefact?]	3	8	0	-30	-13	-19	-9
CCOCCCn1c(=N)c(C(N)=S)cc2c(=O)n3cccc(C)c3nc21	-16	-3	-7	0	-1	-3[fluorescence artefact?]	-3	8	4
COc1ccc(N2CCN(C(=O)Cc3cccs3)CC2)cc1	4	-3	3	-2	2	-3	-8	19	3
O=C(O)c1ccc(Nc2nc3c(s2)CCCC3)cc1	-12	-11	-14	3	-3	6	-83	-2	-6
CC1=NN(C(=O)CCc2ccccc2)C(O)(c2ccncc2)C1 (stereo not drawn)	2	-8	.	4	-2	0	-6	7	-2
O=C(O)c1cnn(-c2nc(-c3cccc(F)c3)cs2)c1C(F)(F)F	6	6	1	0	-2	0	-9	0	2
S=C1NCN(CCc2ccccc2)CN1	0	-3	.	5	-2	-1	-4	12	1
O=C(CN1CCN(c2ccccn2)CC1)N1c2ccccc2Sc2ccc(C(F)(F)F)cc21	-5	61	3	0	0	1	11	-9	-7
CC(=O)CNc1ccc(S(=O)(=O)N/N=C/c2ccccc2)cc1	-3	-4	16	4	-2	2	-6	7	-3
COC(=O)C1(CCSC)NC(c2ccc(O)c(OC)c2)C2C(=O)N(c3ccc(C)cc3)C(=O)C21 (stereo not drawn)	2	-10	7	6	1	-5	14	7	0
Cc1cccc(/C=N/n2c(C)cc(C)c(C#N)c2=O)c1	-5	-5[fluorescence artefact?]	10	4	3	2	-7	7	3
COc1cc2c(cc1OC)CN(c1nc(CN3CCOCC3)nc3sc4c(c13)CCCC4)CC2	-22	-13[fluorescence artefact?]	.	4	0	5	.	23	27
COc1ccc2oc(=O)c(C(=O)Nc3ccccc3-c3ccccc3)cc2c1	-10	2	1	.	.	1	-1	-5	-2
CCN(CC)C(=O)Cn1c(=O)n(-c2ccccc2)c(=O)c2c3c(sc21)CCC3	6	12	0	-8	-3	3	-12	2	-11
CC(Oc1ccccc1)C(=O)N=Nc1c(O)[nH]c2ccc(Br)cc12 (stereo not drawn)	3	-8	3	3	0	1	24	8	1
Cc1ccc(SCc2cc(=O)n3[nH]c(C)nc3n2)cc1	3	-5	.	-1	-4	4[fluorescence artefact?]	-2	10	0
O=C(NCc1ccco1)c1cnc2sccn2c1=O	-7	-4	-8	-2	-2	-2[fluorescence artefact?]	-14	9	0
CCOc1ccc(NC(=O)C2CC(=O)N(C)C(=Nc3ccc4c(c3)OCO4)S2)cc1 (stereo not drawn)	5	-14	.	0	2	4	-5	8	1
Cc1ccc(-c2nc(SCC(N)=O)c(C#N)c3c2CCCC3)cc1	-3	5	2	0	-1	2	-3	7	-3
CC(=O)c1cc2c(cc1N/C(=N/S(=O)(=O)c1ccc(C)cc1)c1ccccc1)OCO2	-22	-5	-2	-5	-3	6[fluorescence artefact?]	-23	1	-8
CC(C)S(=O)(=O)C/C(N)=N/OC(=O)c1cc(Cl)cc(Cl)c1	9	5	2	-7	3	1	-17	10	21
CC(=Nc1ccc2c(c1)nc(CO)n2C)C1=C(O)CC(C)(C)CC1=O	5	-13	-6	-3	-2	2	-12	7	0
CC[n+]1c(-c2ccccc2)csc1Nc1c(C)n(C)n(-c2ccccc2)c1=O	-10	48	13	-4	0	5[fluorescence artefact?]	7	4	-3
CC(=O)c1c(Nc2ccc3c(c2)OCCO3)oc(C)cc1=O	-6	-4	-1	0	0	0	-6	7	-6
Cn1c(=O)c2c(ncn2CC(=O)N/N=C/c2c[nH]c3ccccc23)n(C)c1=O	13	-3	13	-1	1	1	-5	3	3
COc1ccc(C)cc1NC(=O)CN(C)S(=O)(=O)c1cc(C)ccc1OC	-7	4	28	-6	3	3[fluorescence artefact?]	0	6	3

Two entries from above, as labelled records.
molecule: CC(=Nc1ccc2c(c1)nc(CO)n2C)C1=C(O)CC(C)(C)CC1=O
  KLK5 inh = 5 | 14-3-3 Bad PPI = -13 | Rad51 HR inh = -6 | p97 inhibitor = -3 | Wee1 degr inh = -2 | eIF4E 4G PPI = 2 | Mdm2 ligase inh = -12 | FXIIa inh 1536 = 7 | FXIa inh 1536 = 0

molecule: CC[n+]1c(-c2ccccc2)csc1Nc1c(C)n(C)n(-c2ccccc2)c1=O
  KLK5 inh = -10 | 14-3-3 Bad PPI = 48 | Rad51 HR inh = 13 | p97 inhibitor = -4 | Wee1 degr inh = 0 | eIF4E 4G PPI = 5[fluorescence artefact?] | Mdm2 ligase inh = 7 | FXIIa inh 1536 = 4 | FXIa inh 1536 = -3

Remaining list, next part.
SMILES	KLK5 inh	14-3-3 Bad PPI	Rad51 HR inh	p97 inhibitor	Wee1 degr inh	eIF4E 4G PPI	Mdm2 ligase inh	FXIIa inh 1536	FXIa inh 1536
CN1C(=O)c2ccccc2Sc2ccc(NC(=O)NC3CC3)cc21	-2	0	6	0	-3	4[fluorescence artefact?]	-25	3	-3
S=C(NCc1ccc2[nH]c3c(c2c1)CCCC3)Nc1ccccc1Cl	-8	-8	0	6	4	5	.	17	7
O=S1(=O)CCN2C(Cc3ccc(SC(F)F)cc3)=CSC2=N1	2	2	3	6	-1	3	-13	-13	-8
CCN(N=O)[C@@H](Cc1ccccc1)CN(N=O)[C@@H](Cc1ccccc1)CN(C)N=O	0	1	-1	1	1	4	.	6	1
COc1ccc(S(=O)(=O)NCCCCC(=O)O)cc1C(=O)O	-6	-1	8	3	-2	1	-8	.	-5
CCC(=O)Nc1cccc(C(=O)c2ccc(C)c(C)c2)c1	-20	-6	15	0	0	-5	-4	-3	-4
CCOC(=O)Cn1c(=O)c2c(nc3n2CCS3)n(C)c1=O	-19	15	3	3	1	2	-21	29	16
CC(C)(C)NC(=O)C(c1cccs1)N(CC1CCCO1)C(=O)c1ccc(-c2ccccc2)[nH]1 (stereo not drawn)	-6	1[fluorescence artefact?]	0	4	0	-1	-19	13	-4
COCCCNc1cc(C)nc2ccccc12	-1	8	0	4	1	3	-22	10	-1
COc1ccc(N2CCN(C(=O)c3nc4nc(C)cc(C)n4n3)CC2)cc1	15	-9	9	3	-2	2	-3	9	0
CCN(Cc1ccccc1)Cc1nnnn1Cc1ccccc1	-3	-12	-23	2	0	2	-53	10	1
Cc1ccc(NC(=O)C(c2ccc(Cl)cc2)N2CCOCC2)cc1 (stereo not drawn)	-19	0	-11	-1	6	1	-7	-2	-8

Screening results deposited in PubChem by several laboratories.
